# Hsp90 block: displaces geldanamycin probe from tumor Hsp90; AID 429; NCI-N417 lysate Hsp90, Cy3B-geldanamycin FP displacement; 64,000 compounds, 0.35% hits; P07900; inhibition, % at 30 µM;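 active means inhibition above 50%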;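 further: 0% = tracer plus lysate wells and 100% = tracer alone without lysate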
# Autofluor 339: intrinsic fluorescence of library compounds, ex339/em460 – biochemical, MLSMR library, data from DPM-DC assay, artefact control, profiling panel | compound autofluorescence, ex339/em460 nm, NADH buffer; stronger effect = higher value; 1 = no-compound wells, NADH background | fluorescence fold increase at 10 µM | 65,000 compounds, 5.5% hits;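 active means at 10 µM, mean starting fluorescence two-fold or more over control wells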;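 further: signal is the first read of a kinetic run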
# A340 absorber: compounds absorbing at 340 nm | compound absorbance at 340 nm, fold over control | fold change at 10 µM | 65,000 tested, under 10 active | AID 708;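 active means at 10 µM dose, initial 340 nm absorbance at least 2 fold that of control wells; inactive means change under 2 fold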;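 further: initial absorbance extrapolated from kinetic A340 decline of NADH oxidation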
# JNK3 inh: inhibitors of human JNK3 kinase; purified JNK3 kinase activity, HTS; inhibition, % at 8 µM; P53779; AID 746; 60,000 compounds, 0.61% hits; in the data active means inhibition above about 17%;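 further: 0% = DMSO and 100% = reference inhibitor; many of its hits are not listed in these tables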
# Her2 expr inh: Her2 kinase expression inhibition | P04626 | SKBR-3 HER2 protein level, AlphaScreen, 18-24 h; stronger effect = lower value | HER2 level % of control, % at 10 µM | 65,000 compounds, 0.69% hits | AID 645;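 active means HER2 level under 5% of the carrier-only control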;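 further: 100% = DMSO carrier and 0% = 500 nM PU-H71 HSP90 inhibitor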
# Cdc25B block: human M-phase inducer phosphatase 2 inhibition; inhibition, %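 (compounds tested at 10 µM final in the well)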; recombinant Cdc25B, OMFP fluorescence Ex485/Em525; 65,000 compounds, 0.1% hits; AID 368; P30305; in the data active means inhibition above about 50%
# PKA kinase inh: inhibitors of human protein kinase A. PKA Kemptide phosphorylation, Kinase-Glo ATP luminescence. inhibition, % at 6 µM. 65,000 compounds, 0.1% hits. AID 524;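 active means inhibition above the screen-wide mean inhibition plus 3 SD, cut at about 21% in these data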; further: many of its hits are not listed in these tables
# DUSP1 inh: inhibitors of human MKP-1 phosphatase; P28562; recombinant MKP-1, OMFP hydrolysis fluorescence; inhibition, %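 (compounds tested at a single concentration somewhere between 10 and 100 µM)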; 65,000 compounds, 0.15% hits; AID 374;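 active means inhibition above about 50%, limit read from the data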;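 further: 0% = DMSO max control wells and 100% = wells with enzyme stopped by NaOH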
# ROCK2 blocker: ROCK2 (human) kinase inhibition; inhibition, % at 6 µM; 60,000 compounds, 0.35% hits; purified ROCK2, Kinase-Glo ATP depletion luminescence;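 active means inhibition above the screen-wide mean inhibition plus 3 SD, cut at about 18% in these data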;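 further: plate controls were DMSO wells for no effect and Y-27632 control wells after no-enzyme background subtraction for full effect; many of its hits are not listed in these tables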
# Target sequence (O75116 whole entry, looked up): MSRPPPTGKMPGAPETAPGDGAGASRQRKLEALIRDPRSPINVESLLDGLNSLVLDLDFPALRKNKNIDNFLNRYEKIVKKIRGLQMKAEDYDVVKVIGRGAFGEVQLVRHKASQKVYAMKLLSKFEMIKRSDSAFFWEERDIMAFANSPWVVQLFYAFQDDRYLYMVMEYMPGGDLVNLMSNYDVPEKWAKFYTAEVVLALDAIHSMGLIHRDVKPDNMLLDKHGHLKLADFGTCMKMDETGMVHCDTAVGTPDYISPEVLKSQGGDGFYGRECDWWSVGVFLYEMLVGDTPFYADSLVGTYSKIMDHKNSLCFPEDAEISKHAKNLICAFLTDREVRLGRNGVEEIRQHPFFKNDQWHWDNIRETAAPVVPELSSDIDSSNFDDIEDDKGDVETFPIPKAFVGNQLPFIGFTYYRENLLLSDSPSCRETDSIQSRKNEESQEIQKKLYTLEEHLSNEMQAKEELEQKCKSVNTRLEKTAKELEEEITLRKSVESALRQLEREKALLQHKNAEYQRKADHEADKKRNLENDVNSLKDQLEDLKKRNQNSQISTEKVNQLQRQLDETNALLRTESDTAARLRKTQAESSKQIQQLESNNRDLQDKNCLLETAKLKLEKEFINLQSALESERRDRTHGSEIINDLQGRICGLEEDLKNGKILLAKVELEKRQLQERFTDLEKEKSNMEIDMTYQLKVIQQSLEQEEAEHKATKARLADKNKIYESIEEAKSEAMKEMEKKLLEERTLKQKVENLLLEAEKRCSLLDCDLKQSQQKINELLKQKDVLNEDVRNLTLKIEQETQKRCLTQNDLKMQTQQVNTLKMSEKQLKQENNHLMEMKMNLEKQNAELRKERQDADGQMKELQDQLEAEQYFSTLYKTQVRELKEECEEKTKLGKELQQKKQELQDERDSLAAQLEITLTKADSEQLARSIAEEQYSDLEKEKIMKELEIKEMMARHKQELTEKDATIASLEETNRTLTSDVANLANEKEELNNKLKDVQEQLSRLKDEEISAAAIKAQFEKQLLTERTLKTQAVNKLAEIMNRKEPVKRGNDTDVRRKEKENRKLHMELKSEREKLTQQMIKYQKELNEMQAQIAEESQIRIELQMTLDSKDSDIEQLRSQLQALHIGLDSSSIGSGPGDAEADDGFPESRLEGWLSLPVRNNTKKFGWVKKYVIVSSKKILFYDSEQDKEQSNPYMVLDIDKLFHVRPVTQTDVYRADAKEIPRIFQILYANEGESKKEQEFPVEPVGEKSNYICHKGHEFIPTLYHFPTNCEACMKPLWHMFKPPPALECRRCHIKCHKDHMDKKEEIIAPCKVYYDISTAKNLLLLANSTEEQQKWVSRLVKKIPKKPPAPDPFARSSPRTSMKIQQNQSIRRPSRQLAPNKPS
# * marks the source's active call; other numbers are inactive results; . = no result given. This is a subset; count on the stated rates, not on these rows.
SMILES,Hsp90 block,Autofluor 339,A340 absorber,JNK3 inh,Her2 expr inh,Cdc25B block,PKA kinase inh,DUSP1 inh,ROCK2 blocker
Cc1cccc(NC(=O)CCNS(=O)(=O)c2cccc3nsnc23)c1,.,0.99,1,.,73,-8,9,10,.
Cc1ccc(-c2nnn(CC(=O)N(Cc3cccs3)C(C(=O)NC(C)(C)C)c3ccco3)n2)o1 (stereo not drawn),-1,1.1,0.98,-7,88,2,5,17,9
CN(Cc1ccccc1)C(=O)c1ccccc1NC(=O)c1ccco1,-5,1,0.99,-10,80,-5,0,2,-2
CC(C)(Oc1ccc(Cl)cc1)C(=O)OCC(=O)N1CCCC1,.,1.1,1.1,.,230,-20,6,3,.
CCOC(=O)c1sc(=S)n(CC)c1N,-1,0.98,1.1,-6,83,-6,0,35,2
OC(COc1ccc2c(c1)OCO2)CN1CCc2ccccc2C1 (stereo not drawn),0,1,0.98,-8,87,-9,-1,-2,-5
O=C(O)C12CC3CC(C1)CC(n1cnc(Cl)n1)(C3)C2,-3,1.1,0.98,2,91,-17,7,3,3
CC1(C)CC(N2CCN(c3ccccc3)CC2)=CC(=[N+]2CCCC2)C1,.,0.97,1.3,.,65,-23,6,0,.
CS(=O)(=O)Cc1nc2ccccc2oc1=O,3,1.2,1,0,99,-3,11,-23,3
Cc1cc(C)nc(SCc2nnc(SCC(=O)N3CCCc4ccccc43)n2C)n1,-2,1.1,1,1,97,1,-6,-28,2
Cc1cc(C(=O)NCCC2=CCCCC2)no1,-16,1.1,1,1,95,-3,4,-14,4
CCC(CCC(=O)Nc1ccn(-c2ccccc2)n1)C(=O)O (stereo not drawn),-1,1,1,3,86,3,-1,-14,1
CCc1cc(C(=O)COc2ccccc2F)c(O)cc1O,1,0.87,1.1,4,69,-1,1,7,1
CCn1c(CCNC(=O)c2cccs2)nnc1SCC(=O)NC1CCCCC1,-1,1.1,1.1,-5,112,-9,-1,-5,-8
Cc1cc(C)n2nc[n+](C)c2n1,-3,1,0.99,-9,102,-13,-6,-1,-4
CCCC(=O)Nc1cc2c(cc1C(=O)c1ccccc1)OCCO2,-1,1.1,1,1,112,-11,4,5,5
CCSc1nc2ccccc2n1Cc1nc(N)nc(N(C)C)n1,-2,1.1,0.99,1,119,-17,-4,-6,1
Cc1ccccc1NC(=O)CSc1nc(Nc2ccccc2)nc(N2CCOCC2)n1,6,1.1,1.1,1,91,-4,-5,-1,-2
O=C(CCS(=O)NCc1ccccc1)NCc1ccccc1 (stereo not drawn),-3,1.1,1,2,103,2,8,10,6
CCc1c(C#N)c(N)nc(SCC(=O)OCc2ccccc2)c1C#N,-7,1.2,1,1,75,-15,9,6,16
Cc1ccc(NC(=O)N(C2=NCC(C)S2)c2ccccc2)cc1 (stereo not drawn),-2,1.1,1,-4,63,2,5,3,2
Cc1cc(C)n2nc(S(=O)(=O)NCCc3ccccc3)nc2n1,-1,1.1,1,0,114,-16,7,5,2
COc1ccc(S(=O)(=O)Nc2ccc3c(c2)OCCO3)cc1Cl,2,1.1,1.1,3,103,-3,13,-2,3
COc1ccc(S(=O)(=O)NCc2ccco2)cc1-c1nnc2c3ccccc3c(C)nn12,-2,1.1,1,0,98,-13,10,24,6
COC(=O)CSc1nnc([C@H](Cc2ccccc2)NC(=O)OC(C)(C)C)o1,-4,1.1,1,4,63,7,0,-10,3
O=S(=O)(/N=C/c1ccccc1O)c1cccs1,0,1.1,1,3,75,-13,10,3,0
COc1ccc(NC(=O)C2CCCN(c3c4c(nc5ncnn35)CCC4)C2)cc1OC (stereo not drawn),-1,1.1,1.1,-8,119,1,6,-12,2
COC(=O)C1=C(CN2CCCc3ccccc32)NC(=O)NC1c1ccc(F)cc1 (stereo not drawn),-1,1.2,1,-5,96,-1,8,41,4
CCOc1ccc(-c2cc(CCCC(=O)NCCc3ccc(OC)c(OC)c3OC)no2)cc1,-5,1.1,0.96,.,34,-13,3,14,.
O=C(Nc1cnc2ccccc2c1)N1CCCCC1,1,1.3,1.1,8,121,-7,6,-2,5
Cc1nc(SCC(=O)Nc2c(C)n(C)n(-c3ccccc3)c2=O)n[nH]1,-1,1,1,2,112,4,9,-10,3
CC(=O)C1=C(O)C(=O)N(Cc2ccco2)C1c1ccc(F)cc1 (stereo not drawn),3,1,1,-1,97,-2,10,5,10
Cn1c(=O)c2ncn(CC(=O)Nc3ccc4c5c(cccc35)CC4)c2n(C)c1=O,-28,1.1,1,2,124,1,13,19,6
O=C(O)C1CCCNC1 (stereo not drawn),1,1.1,1,.,105,-9,.,13,.
C=CCn1c(=O)c(C(=O)NCCN(CC)CC)c(O)c2ccccc21,6,1.1,1,6,84,22,2,-19,3
CC(=O)OCCCCON1C(=O)c2ccccc2C1=O,1,1,1,1,112,-10,8,14,0
Cc1ccc(-c2nc(CS(=O)(=O)CC(=O)NC3CCCCC3C)c(C)o2)cc1 (stereo not drawn),-4,1.1,0.97,2,112,-10,3,8,3
Cc1ccnc(NC(=O)CCC2COc3ccccc3O2)c1 (stereo not drawn),-6,1.2,1.1,13,116,-13,9,-6,7
COc1ccc(/C(CC2(O)C(=O)Nc3ccccc32)=N\O)cc1 (stereo not drawn),1,1.2,1,3,107,0,-2,-10,-11
CCCCCOC(=O)C1=C(C)Nc2nnnn2C1c1ccc(OC)c(OC)c1OC (stereo not drawn),-2,1.1,0.99,-1,66,-15,-2,16,-2
C=CCNC(=O)C1CC(=O)N(c2ccc(Br)cc2)C1 (stereo not drawn),-4,1.1,1,0,75,-4,3,-10,5
CCCc1[nH]nc2c1C(c1cccc(OC)c1)C(C#N)=C(N)O2 (stereo not drawn),1,1.1,1,7,83,-27,6,-14,4
C=C(C)Cn1c(SCC(=O)O)nc2c1c(=O)[nH]c(=O)n2C,-4,1.1,1,4,104,-13,8,-6,7
c1ccc2c(c1)Cn1c-2nc2ccccc21,-2,1,0.97,2,107,3,-2,-13,-6
Cc1cc2n(n1)SC(Nc1ccccc1)N2 (stereo not drawn),-5,1.1,1,0,85,7,-1,14,-1
N#CC1=C(N)SC(N)=C(C#N)C1CCc1ccccc1,-18,1.2,1,10,102,-13,7,13,12
CCN(CCCc1ccccc1)CCCc1ccccc1,1,1,0.98,2,85,-19,1,-28,0
CCNc1nc(N)nc(Oc2ccc(OCCOc3ccc(Cl)cc3Cl)nn2)n1,3,1.1,1,0,73,-10,10,19,10
CCc1nc2ccccc2c(C(=O)OCC(=O)NCCCN2CCCC2=O)c1C,3,1.1,1,-3,79,-3,4,14,1
O=C(NC1CCCCC1)c1ccc(Br)o1,-2,1.1,1,1,93,-1,-2,5,-4
CCC(C)NC(=O)Cn1cccc1C(=O)c1ccccc1 (stereo not drawn),-1,1.1,1,-7,92,-12,8,2,2
CCCn1c(SCC(=O)c2ccc3c(c2)OCCO3)nc2c1c(=O)n(C)c(=O)n2C,-1,1,1,-5,70,-9,4,26,5
CCOC(=O)N1CCN(c2nc(-c3ccco3)cc(C(F)(F)F)n2)CC1,.,1.2,1,.,91,-9,0,8,.
CN(C)S(=O)(=O)c1ccc(C(=O)Nc2ccccc2OC(F)(F)C(F)F)cc1,-1,1.1,1,4,100,-12,8,12,6
CCCNC(=O)C(NS(=O)(=O)c1cccc2nsnc12)c1ccccc1 (stereo not drawn),-3,1.1,1,2,85,-9,7,-2,4
COC(=O)C1C2C=CC3(CN(c4cccc(C)c4)C(=O)C13)O2 (stereo not drawn),-6,1,0.96,0,90,-3,8,6,8
COC(=O)c1ccc2c(=O)n(CCCCCC(=O)N3CCN(c4ccc(F)cc4)CC3)c(=O)[nH]c2c1,-2,1.4,1,0,89,-10,7,12,6
O/N=C/c1ccc(OCC(O)COc2ccc(/C=N/O)cc2)cc1,-1,1,1.1,5,87,-34,12,-17,15
CC(=O)/C(C#N)=C1\NC(=O)C(Cc2ccccc2Cl)S1 (stereo not drawn),-4,0.99,1.1,-2,84,-2,6,-7,3
COc1ccc(C2N(C(=O)c3ccccc3)CCN2C(=O)c2ccccc2)cc1,-2,1,0.97,-5,145,-3,10,4,4

# (more compounds)
SMILES,Hsp90 block,Autofluor 339,A340 absorber,JNK3 inh,Her2 expr inh,Cdc25B block,PKA kinase inh,DUSP1 inh,ROCK2 blocker
CC(=O)Nc1ccccc1NC(=O)CN(C)S(=O)(=O)c1ccc(C)cc1,2,1.1,1,-4,71,-7,9,-3,7
COc1ccc(Cl)cc1NC(=O)CCN1CCN(c2ccccc2C)CC1,2,1,0.99,.,86,-5,11,6,.
O=C(Nc1cccc(C(F)(F)F)c1)C1CCCN1S(=O)(=O)c1cccc2cccnc12 (stereo not drawn),-3,1,0.99,1,74,-20,5,11,4
Cc1ccc(O)c(CC(C)C)n1,-3,2*,1.1,-4,96,-15,8,-7,7
CCOC(=O)CSc1nc(CC)nc2ccccc12,-1,1.1,1,15,86,-10,6,3,6
Cc1ccc(NC(=O)N2CCC(O)(c3ccc(Cl)cc3)CC2)cc1,0,1.1,0.99,-2,88,-3,6,-7,2
CCOC(=O)c1cnc2c(Cl)c(Cl)ccc2c1N1CCN(C)CC1,-7,1.1,1.1,0,69,-6,6,-9,4
CCc1ccc(CNc2ccc3c(c2)ncn3C)cc1,-1,1.6,1,-3,78,-21,8,-14,5
CCOC(=O)C1CCCN(c2c(N3CCN(c4cccc(Cl)c4)CC3)c(=O)c2=O)C1 (stereo not drawn),-1,1.1,1.1,-3,92,-11,5,0,2
CC(C)OC(=O)c1ccc(NC(=O)C2C3CC4OC(=O)C2C4C3)cc1 (stereo not drawn),-5,1.1,1,-4,37,-9,4,-12,-5
CCn1c(SCC(=O)Nc2nccs2)nnc1-c1ccccc1,1,1.1,1,-4,97,-10,9,-2,9
Cc1nn(-c2ccccc2)c2c1C(c1ccc(F)cc1F)C(C#N)=C(N)O2 (stereo not drawn),-2,1.1,1,3,62,-17,3,-10,6
CCOc1cc(C2C(C#N)=C(N)Oc3n[nH]c(CC)c32)ccc1OCCN1CCOCC1 (stereo not drawn),-1,1,0.99,4,102,-8,13,2,7
CCOc1cc(N2CCOCC2)c(OCC)cc1NS(=O)(=O)c1ccc(Cl)s1,44,1,1,-4,64,4,3,11,1
CCOC(=O)c1c(C)n(C)c2ccc(OCC(N)=O)cc12,-2,1.1,1,8,59,-47,9,-6,4
CC(C)=CC(=O)Nc1ccccc1C(N)=O,-6,1.1,0.98,6,138,5,-2,8,-5
O=C(NCc1ccccn1)c1ccc(N2CCCC2=O)cc1,4,1.2,1,7,102,11,-1,-6,-1
CC1CCN(C(=O)CN(C2CCCCC2)S(C)(=O)=O)CC1,-9,1.1,0.99,2,109,-6,6,0,11
CSc1nc2c(c(=O)[nH]1)C(c1cccs1)C1=C(CCCC1=O)N2 (stereo not drawn),.,1.1,1.1,.,77,0,6,2,.

# Complete entries, looked up by structure:
# Cc1cccc(NC(=O)CCNS(=O)(=O)c2cccc3nsnc23)c1 is listed with Hsp90 block = .; Autofluor 339 = 0.99; A340 absorber = 1; JNK3 inh = .; Her2 expr inh = 73; Cdc25B block = -8; PKA kinase inh = 9; DUSP1 inh = 10; ROCK2 blocker = .
# O=C(NCc1ccccn1)c1ccc(N2CCCC2=O)cc1 is listed with Hsp90 block = 4; Autofluor 339 = 1.2; A340 absorber = 1; JNK3 inh = 7; Her2 expr inh = 102; Cdc25B block = 11; PKA kinase inh = -1; DUSP1 inh = -6; ROCK2 blocker = -1

# Random excerpt: five records from the list.
SMILES,Hsp90 block,Autofluor 339,A340 absorber,JNK3 inh,Her2 expr inh,Cdc25B block,PKA kinase inh,DUSP1 inh,ROCK2 blocker
Cc1cccc(NC(=O)CCNS(=O)(=O)c2cccc3nsnc23)c1,.,0.99,1,.,73,-8,9,10,.
CC(=O)Nc1ccccc1NC(=O)CN(C)S(=O)(=O)c1ccc(C)cc1,2,1.1,1,-4,71,-7,9,-3,7
CN(C)S(=O)(=O)c1ccc(C(=O)Nc2ccccc2OC(F)(F)C(F)F)cc1,-1,1.1,1,4,100,-12,8,12,6
CCOC(=O)c1sc(=S)n(CC)c1N,-1,0.98,1.1,-6,83,-6,0,35,2
Cc1ccc(-c2nc(CS(=O)(=O)CC(=O)NC3CCCCC3C)c(C)o2)cc1 (stereo not drawn),-4,1.1,0.97,2,112,-10,3,8,3

# Screening data (PubChem BioAssay)
